GPR7 antagonist – blocks human GPR7 receptor signaling. 290,000 tested, 1.1% active. inhibition, % at 4.4 µM. P48145. GPR7-expressing cells, fluorescence antagonist assay. AID 1861; in the data active = inhibition above about 16%, passing the limit was not always enough;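 also: cells stimulated with the agonist NPW; 0% = agonist with vehicle and 100% = vehicle without agonist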
Target sequence (P48145 whole entry, looked up): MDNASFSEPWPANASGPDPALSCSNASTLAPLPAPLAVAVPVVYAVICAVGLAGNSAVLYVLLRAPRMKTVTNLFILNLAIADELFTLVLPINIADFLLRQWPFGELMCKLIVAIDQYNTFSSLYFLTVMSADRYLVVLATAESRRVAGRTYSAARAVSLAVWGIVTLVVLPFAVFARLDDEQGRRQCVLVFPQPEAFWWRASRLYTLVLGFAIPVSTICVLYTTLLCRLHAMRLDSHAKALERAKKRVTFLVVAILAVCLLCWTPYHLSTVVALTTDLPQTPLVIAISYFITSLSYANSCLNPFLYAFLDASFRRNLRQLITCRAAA
OXTR potentiator – potentiates the human oxytocin receptor response; 320,000 tested, 0.061% active; P30559; AID 2445; activation, % at 3 µM; CHO-OTR cells, Fluo-8 calcium fluorescence, potentiator mode; 0% = oxytocin EC15, 100% = EC100;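 active = activation above that plate's cutoff, the mean activation of tested compounds plus 3 SD, cut at about 6.6% in these data, passing the limit was not always enough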;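 also: 100% uses oxytocin at 75 nM as the full agonist control; some results filed as inactive read as strong as hits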
Target sequence (P30559 whole entry, looked up): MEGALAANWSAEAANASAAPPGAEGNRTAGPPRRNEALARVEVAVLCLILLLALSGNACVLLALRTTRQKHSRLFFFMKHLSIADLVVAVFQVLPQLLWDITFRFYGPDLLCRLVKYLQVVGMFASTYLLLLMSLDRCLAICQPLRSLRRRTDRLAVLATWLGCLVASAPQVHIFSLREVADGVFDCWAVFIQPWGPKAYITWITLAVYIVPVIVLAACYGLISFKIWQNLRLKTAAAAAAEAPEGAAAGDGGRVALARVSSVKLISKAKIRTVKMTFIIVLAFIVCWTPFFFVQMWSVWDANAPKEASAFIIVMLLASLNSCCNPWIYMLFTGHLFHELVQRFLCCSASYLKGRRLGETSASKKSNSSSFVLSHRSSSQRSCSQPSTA
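Assay system: CHO cell line stably expressing human OTR. Reagent: EC15 oxytocin agonist. Dosing: single dose, 3.0 µM nominal final compound concentration. Timing: compound 6 min at room temperature before oxytocin, 100 s read. Signal: kinetic Fluo-8 calcium fluorescence. Controls: oxytocin EC15 low and EC100 high.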
M1 ag parental – counter-screen for M1 agonists: effect in parental CHO-K1 cells. Fluo-8 calcium fluorescence; scaled to maximal ATP response, vehicle zero. activation, % at 3 µM. 360,000 tested, 0.48% active. AID 602248; in the data active = activation above about 15%;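 also: untransfected CHO-K1 host cells lacking M1 receptor as counterscreen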
TAAR1 antag – antagonists of human TAAR1 | inhibition, % at 3 µM | Q96RJ0 | CHO RD-HGA16 TAAR1, Fluo-8 calcium fluorescence, antagonist | 360,000 tested, 1.5% active;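 active = inhibition above a per-plate cutoff, the mean inhibition of test compounds on that plate plus 3 SD, cut at about 49% in these data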;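 also: 0% = DMSO plus EC80 beta-PEA response and 100% = DMSO alone without agonist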
Target sequence (Q96RJ0 whole entry, looked up): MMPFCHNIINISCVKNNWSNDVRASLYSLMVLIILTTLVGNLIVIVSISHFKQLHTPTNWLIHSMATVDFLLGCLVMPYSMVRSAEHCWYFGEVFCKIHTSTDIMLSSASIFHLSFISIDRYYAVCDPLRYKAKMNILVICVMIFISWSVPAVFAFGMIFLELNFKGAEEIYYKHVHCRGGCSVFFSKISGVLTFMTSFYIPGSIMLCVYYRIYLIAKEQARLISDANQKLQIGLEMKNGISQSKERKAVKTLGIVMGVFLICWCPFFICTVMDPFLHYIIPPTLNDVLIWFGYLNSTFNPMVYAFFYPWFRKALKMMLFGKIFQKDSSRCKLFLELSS
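Test system – hTAAR1-expressing CHO RD-HGA16 cells, Gα16-coupled · Reagent – β-PEA at EC80 concentration, post-compound challenge · Compound dosing – 3 µM, single point · Timing – 140 s kinetic read after compound, 140 s after agonist · Detection – Fluo-8 intracellular calcium dye fluorescence, real-time kinetic reads · Control set – DMSO and EC80 PEA controls · Repeats – n of 1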
OXTR agonist – human OXTR agonism; P30559; AID 2435; 320,000 tested, 0.32% active; activation, % at 3 µM; CHO-OTR cells, Fluo-8 calcium fluorescence; normalized: DMSO 0%, oxytocin 100%;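 active = activation above the mean of all tested compounds plus 3 SD, cutoff set per screening run, cut at about 20% in these data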;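 also: peak over basal fluorescence ratio from a 100 s FLIPR kinetic read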
CHO parental Ca – counter-screen: ATP calcium response change in parental CHO cells; 330,000 tested, 0.63% active; inhibition, % at 5.6 µM; parental CHO-K1, ATP-induced calcium, Fluo-8 fluorescence; AID 463079;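 active = inhibition above that plate's mean sample inhibition plus 3 SD, cut at about 26% in these data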;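 also: 0% = ATP-challenged DMSO wells and 100% = DMSO wells without ATP; some compounds past the cut are filed as inactive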
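material = parental CHO cells | also added = ATP as calcium-mobilizing challenge | dosing = single point at 5.6 µM | detection = intracellular calcium via Fluo-8 no-wash fluorescent dye | read-out = % inhibition | benchmarks = low control ATP plus DMSO, high control DMSO only | repeats = one well per compound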
V1aR counter – V1a receptor agonism, counter-screen for OXTR agonists; activation, % at 3 µM; AID 2797; CHO-V1R cells, Fluo-8 calcium fluorescence, agonist mode; 0% DMSO, 100% 3 nM vasopressin; P37288; 320,000 tested, 0.25% active;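 active = activation above the mean activation of all tested compounds plus 3 SD, per screening run, cut at about 20% in these data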;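 also: signal is peak over basal fluorescence ratio across a 100 second FLIPR read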
CHO-K1 Ca antag – nonselective inhibitor or artifact in parental CHO-K1 cells | ATP-induced calcium, Fluo-8 fluorescence | inhibition, % at 3 µM | 360,000 tested, 0.6% active;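 active = inhibition above a per-plate cutoff, the plate's mean sample inhibition plus 3 SD, cut at about 24% in these data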;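 also: 0% = DMSO plus EC80 ATP and 100% = DMSO alone without ATP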
CHO-K1 Ca PAM – nonselective activator or artifact in parental CHO-K1 calcium assay | ATP EC20, Fluo-8 calcium fluorescence; 0% at ATP EC20, 100% at ATP max | activation, % at 3 µM | 360,000 tested, 0.02% active | AID 602247;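 active = activation above the run cutoff, the mean activation of all test compounds plus 3 SD, cut at about 40% in these data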;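 also: peak over basal fluorescence ratio in a 140 s read after ATP addition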
Numbers without * were called inactive; nt = no result given; & = joins results of further samples.

SMILES	GPR7 antagonist	OXTR potentiator	M1 ag parental	TAAR1 antag	OXTR agonist	CHO parental Ca	V1aR counter	CHO-K1 Ca antag	CHO-K1 Ca PAM
CC(C)Oc1ccc(C2CC(=O)N(c3ccc(C(=O)O)cc3)C2=O)cc1 (stereo unspecified)	2	-6	0.0	3	0.8	10	1.1	1	-1
CC(=O)c1ccc2c(c1)N(C)c1ccccc1S2	26	-7	-0.4	-11	-2.0	-23	0.2	19	4
O=C(NCc1ccccn1)C1CCN(S(=O)(=O)c2cccs2)CC1	-2	-2	-0.3	7	1.0	-5	0.5	16	-12
S=c1nccc(-c2cccs2)[nH]1	-10	-7	0.3	-18	0.2	3	0.0	-2	1
C=CC[C@]12C=C(OC)C(=O)C(OC)=C1O[C@@H](c1ccc3c(c1)OCO3)[C@H]2C	nt	-2	0.5	-17	0.2	-9	0.6	2	1
COC(=O)c1ccccc1NC(=O)c1ccc(F)cc1	-10	9	0.3	-9	-2.8	-19	-0.9	-13	12
Nc1nc2c(ncn2[C@@H]2O[C@H](CNCc3ccc4ncccc4c3)[C@@H](O)[C@H]2O)c(=O)[nH]1	nt	nt	0.2	2	nt	nt	nt	-11	4
CCC(=O)c1cn(CC(=O)Nc2cccc(C)c2)c2ccccc12	-5	-9	2.4	6	1.8	-24	4.3	1	-5
Cc1ccc(NC(=O)CC(C)c2ccccc2)cc1S(=O)(=O)N1CCOCC1 (stereo unspecified)	nt	-8	2.4	-3	4.8	-12	4.8	-10	3
CC(C)NCCCOc1ccc(Cl)cc1Br	5	-17	1.8	-10	5.3	4	2.7	-4	20
COc1cc2[nH]c(C(=O)N(C)C3CCS(=O)(=O)C3)cc2c(OC)c1OC (stereo unspecified)	-7	-6	0.8	-12	-0.5	-8	0.0	-13	3
COc1cccc(NC(=S)N(Cc2cccc(Br)c2)CC2CCC(C(=O)O)CC2)c1 (stereo unspecified)	-15	-11	-0.2	9	2.5	-5	1.2	-13	15
O=C(c1ccco1)N1CCN(C(=O)c2cccs2)CC1	-9	2	0.0	13	0.7	-4	1.3	-3	8
O=C(c1cc([N+](=O)[O-])cc([N+](=O)[O-])c1)N(Cc1nnc(-c2ccccc2Cl)o1)C1CC1	-2	-3	2.1	15	0.1	-15	0.3	-14	6
COCCn1c(-c2ccc3ccccc3c2)nc2c1c(=O)[nH]c(=O)n2CC(C)C	-12	2	0.6	-7	-2.4	-21	-1.4	-17	3
Cc1ccccc1-c1nc(CS(=O)(=O)CC(=O)NCCCN2CCN(C)CC2)c(C)o1	7	-12	0.0	-3	-0.4	-10	-0.6	-18	23
CCOCCCNC(=O)C(c1ccc(OC)cc1)N(Cc1ccc2c(c1)OCO2)C(=O)CNC(C)=O (stereo unspecified)	-12	-15	0.2	6	-0.4	-1	-0.1	-11	21
COc1cc(/C=C/C(=O)OCC(=O)N2CCOCC2)ccc1OCC#N	-13	-13	0.2	8	0.6	26	-0.1	-5	7
Cc1ccc(OCCN2CCN(C(=O)CCC(=O)Nc3nnc(C)s3)CC2)cc1	-13	-6	-0.3	-3	0.0	0	0.4	7	2
COc1ccc(NC(=O)C(=O)NCCCn2ccnc2)cc1	-11	-3	-0.2	1	1.6	3	0.1	12	-10
COc1ccc(-c2nnc(SCc3nc4ccccc4c(=O)[nH]3)o2)cc1	-4	0	1.1	33	0.2	2	1.0	-12	22
Cc1ccc(/C=N/Nc2cccc3cccnc23)c(O)c1	-4	-5	0.4	-10	-0.6	-12	-0.2	-4	20
Cc1ccc(S(=O)(=O)NCC(=O)NCC(=O)N(C)Cc2ccc3ccccc3c2)cc1C	-7	-16	3.8	-11	4.5	9	7.9	0	-19
COC(=O)C1CCN(C(=O)c2c(-c3ccccc3Cl)noc2C)CC1	-12	-8	-0.5	11	1.1	2	0.2	19	-4
O=c1cc(CN2CCN(Cc3ccccc3)CC2)c2cc3c(cc2o1)CCC3	3	6	1.2	-7	-2.1	-19	-1.2	-7	7
O=c1cc(COc2ncnc3ccccc23)nc2sccn12	-14	-2	0.9	-20	0.3	8	-0.4	-7	17
CCc1ccc(C(C)NC(=O)Cc2ccc(F)cc2)cc1 (stereo unspecified)	-3	-5	0.1	13	-0.6	-3	9.8	-5	15
Cc1cc2n(n1)C(c1ccco1)Nc1ccccc1-2 (stereo unspecified)	-1	4	0.2	-4	-1.1	-20	-1.2	-12	14
CCOC(=O)Cc1csc(NC(=O)c2ccc(Cl)nc2)n1	-2	-6	5.8	22	4.2	-10	4.8	-3	-5
O=C1NC2(CCCCC2)N=C1c1ccccc1	2	-5	-0.1	-4	-0.2	-10	-0.1	-11	20
COc1ccc(NC(=O)CN2C(=O)COc3ccc(S(=O)(=O)N4CCCCCC4)cc32)cc1	2	-10	0.2	-8	-1.9	-7	-0.5	-11	2
O=C(Nc1nnc(S(=O)(=O)N2CCOCC2)s1)c1ccc(Cl)cc1	13	-3	2.5	1	4.8	4	4.9	7	8
Cc1nc2nc(SCC(=O)NCCCN3CCCCCC3)nn2c(C)c1Cc1ccccc1Cl	-2	1	0.4	-14	1.3	-17	-0.4	0	10
O=C(CCN1CCc2ccccc2C1)Nc1ccc(F)c(F)c1	13	-4	4.0	-10	3.9	-23	2.9	-6	11
Cc1ccc(OCCn2c(NC(=O)c3ccco3)nc3ccccc32)cc1	2	-5	0.3	43	-1.3	-17	-0.1	-6	0
O=C(O)c1ccc(NC(=O)C2C3CCC(C3)C2C(=O)O)cc1 (stereo unspecified)	-4	-13	0.3	3	1.6	-2	0.8	-1	12
Cc1ccc(Cl)cc1NC(=S)N1CCC(c2ccccc2)C1 (stereo unspecified)	15	2	0.7	-20	-0.3	7	-1.2	-12	19
NC(=O)c1cc[n+](Cc2ccc([N+](=O)[O-])cc2)cc1	-8	-5	-0.2	13	-0.7	3	1.3	2	28
CC1CN(S(=O)(=O)c2ccc(CN3C(=O)c4cccnc4C3=O)s2)c2ccccc2O1 (stereo unspecified)	8	-12	2.7	16	-0.2	-17	3.1	-6	9
CC(C)[C@@H](C(=O)NC1CC1)N1C(=O)N2CCc3c([nH]c4ccccc34)[C@@]2(C)C1=O	-1	-7	0.0	-20	-1.4	-20	-0.7	-8	-2
Cc1ccccc1NC(=O)Cc1nc(COC(=O)C(C)(C)Oc2ccc(Cl)cc2)cs1	nt	nt	7.4	65*	nt	nt	nt	-13	9
O=C(COc1ccc(S(=O)(=O)N2CCOCC2)cc1Cl)N1CCCC1	-11	-6	1.1	-6	0.0	-8	0.6	1	5
COc1ccc(Nc2cc(C)nc3ncnn23)c(OC)c1	-4	3	0.2	-8	-0.6	6	-0.6	10	0
CCOC(=O)C1(Cc2ccccc2Cl)CCN(S(=O)(=O)N(C)C)CC1	6	0	0.8	10	-1.0	-16	-1.1	-4	-4
COc1ccc(-c2nnc(CSc3ncnc4sc5c(c34)CCC5)o2)cc1OC	nt	nt	-0.3	-8	nt	nt	nt	8	-3
Cc1cc(C(=O)NN=Cc2ccc(-c3ccc(F)cc3)o2)c(C)o1	nt	-2	0.1	22	-1.0	-25	-1.1	-14	-2
COC(=O)c1cc(NCc2c(F)cccc2Cl)ccc1N1CCOCC1	-4	0	0.6	-17	-1.2	-20	-0.4	-14	12
O=C1COc2ccc(C(=O)COC(=O)CCc3ccc(S(=O)(=O)N4CCOCC4)cc3)cc2N1	7	-15	5.6	17	3.2	-12	5.5	-6	12
COc1ccccc1-c1nnc(NC(=O)OCC(C)C)s1	-5	-11	0.3	-6	-1.2	-5	-1.2	-6	14
Cn1c(CC(=O)Nc2ccccc2Cl)nnc1SCC(=O)NC1=NCCS1	-13	0	0.5	-15	1.2	1	1.6	-12	18
CN(CC(=O)Nc1cccc(F)c1)C(=O)Cc1ccsc1	nt	nt	0.3	-11	nt	nt	nt	-14	12
CCN(CC(=O)NCc1cccs1)C(=O)CCOc1ccccc1	nt	2	0.2	11	1.2	-16	0.4	-4	-2
COc1ccccc1CNC(=O)C1CC(c2c(Cl)cccc2Cl)=NO1 (stereo unspecified)	2	-10	-0.3	13	0.3	-7	0.6	2	-6
Nc1nc(SCC(=O)Nc2cccc(S(=O)(=O)N3CCCCCC3)c2)n[nH]1	-2	1	3.1	0	-0.6	-1	-0.2	-2	12
Cc1ccc(Nc2nc(C)nc3c2oc2ccccc23)cc1	-10	-8	-0.1	-51	-3.3	-13	-2.4	-6	1
CCOc1ccc(CCN2C(=S)N([C@@H](CC(C)C)CN3CCCC3CN3C(=S)NC[C@@H]3CC(C)C)C[C@@H]2CC(C)C)cc1 (stereo partly specified)	nt	nt	0.5	-21	nt	nt	nt	-10	10
CCOc1ccc(S(=O)(=O)NCCC(=O)N2CC(C)OC(C)C2)cc1 (stereo unspecified)	nt	-10	-0.1	5	-0.9	-9	-0.4	5	4
O=c1[nH]nc(CNc2ccc(Cl)cc2Cl)c2ccccc12	-10	-7	0.3	-16	-0.1	-32	-0.8	-4	7
C=CCC1(Cl)C(=O)C(Cl)=C(N2CCOCC2)C1(OC)OC (stereo unspecified)	0	-5	0.6	6	0.1	0	0.8	-6	-1
CCNS(=O)(=O)c1ccc(CCC(=O)Nc2ccc3c(c2)OCCO3)cc1	0	-14	0.2	12	-0.1	-8	-0.2	-5	7

Single entries from above:
`C=CCC1(Cl)C(=O)C(Cl)=C(N2CCOCC2)C1(OC)OC` (stereo unspecified) | V1aR counter = 0.8
`COc1ccccc1-c1nnc(NC(=O)OCC(C)C)s1` | V1aR counter = -1.2

The list goes on:
SMILES	GPR7 antagonist	OXTR potentiator	M1 ag parental	TAAR1 antag	OXTR agonist	CHO parental Ca	V1aR counter	CHO-K1 Ca antag	CHO-K1 Ca PAM
C=CCc1cc(OC)ccc1OCC(O)CN1CCN(c2ccc(OC)cc2)CC1 (stereo unspecified)	-7&-7	-4&-8	0.1&0.5	-2&4	1.4&1.4	-31&-21	3.8&1.5	10&-15	7&27
CN(CC(=O)Nc1ccc(Cl)c(Cl)c1)CC(=O)Nc1ccc2c(c1)OCO2	nt	-3	1.6	11	7.3	-24	2.7	-3	13
COc1ccc(OCC(=O)Nc2nnc(S(=O)(=O)N3CCCCCC3)s2)cc1	-1	-9	0.3	2	8.2	-9	8.2	8	-1
COc1ccc(NC2CCCN(C(=O)c3ccc4nccnc4c3)C2)cc1OC (stereo unspecified)	5	0	0.0	-13	0.7	-2	0.3	-1	1
CSc1ccc(/C=N/Nc2cccc(C(=O)O)c2)cc1	-5	nt	-0.6	nt	nt	nt	nt	13	-21

Source: PubChem BioAssay (The Scripps Research Institute Molecular Screening Center)
